Screens from PubChem.
NR1D1 modulator = Rev-erb alpha (human) modulation. P20393. Rev-erbα–FITC-DNA binding, fluorescence polarization, 90 min. activity, % at 10 µM. 370,000 tested, 0.79% active. AID 1259318;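 active means activity above about 14%, limit read from the data; passing the limit was not always enough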;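 further: 0% = DMSO wells with 35 nM protein and 100% = DMSO wells with 750 nM protein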
Target sequence (P20393 whole entry, looked up): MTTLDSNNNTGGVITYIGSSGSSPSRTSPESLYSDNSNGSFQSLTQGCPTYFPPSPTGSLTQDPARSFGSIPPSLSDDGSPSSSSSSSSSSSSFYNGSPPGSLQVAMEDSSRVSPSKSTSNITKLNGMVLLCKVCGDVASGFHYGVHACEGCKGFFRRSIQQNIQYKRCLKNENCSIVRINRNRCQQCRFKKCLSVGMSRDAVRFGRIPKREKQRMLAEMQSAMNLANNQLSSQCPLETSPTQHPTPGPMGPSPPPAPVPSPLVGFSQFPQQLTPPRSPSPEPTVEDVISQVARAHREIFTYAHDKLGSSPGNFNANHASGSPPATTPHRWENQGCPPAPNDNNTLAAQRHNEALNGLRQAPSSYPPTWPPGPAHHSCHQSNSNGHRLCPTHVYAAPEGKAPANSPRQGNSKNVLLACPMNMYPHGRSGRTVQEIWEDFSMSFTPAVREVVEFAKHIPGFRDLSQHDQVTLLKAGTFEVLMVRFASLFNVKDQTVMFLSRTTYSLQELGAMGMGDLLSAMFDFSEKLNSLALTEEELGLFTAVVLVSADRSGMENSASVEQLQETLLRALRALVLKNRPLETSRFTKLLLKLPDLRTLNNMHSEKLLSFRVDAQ
hgDAF12 agonist = hgDAF-12 agonism, primary luciferase screen; activation, % at 6.8 µM; HEK293 GAL4-hgDAF12 UAS-luciferase reporter, agonist luminescence; normalized to butyrate control; 370,000 tested, 1.8% active; AID 687014;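 active means activation above a cutoff set at the mean of all screened compounds plus 3 SD, cut at about 10% in these data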;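 further: 0% = DMSO wells and 100% = sodium butyrate wells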
SMARCA2 activ = SMARCA2 function activation, primary screen; 370,000 tested, 1% active; MG213 cells, MMTV-luciferase reporter, dexamethasone, overnight; activation, % at 9.1 µM; in the data active means activation above about 7.8%;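 further: 0% = vehicle wells and 100% = reference activator wells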
DAX1 inh-1 = NR0B1 (DAX1) inhibition; inhibition, % at 6.75 µM; 340,000 tested, 0.99% active; HEK293 Gal4-DAX1 luciferase reporter, luminescence; P51843; AID 504766;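 active means inhibition above the mean over all tested compounds plus 3 SD, cut at about 4.2% in these data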;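 further: 0% = DAX1-transfected cells with DMSO and 100% = empty-vector control cells with DMSO; inhibition shows as a rise in luminescence from relieved DAX1 repression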
Target sequence (P51843 207-470 limits assumed): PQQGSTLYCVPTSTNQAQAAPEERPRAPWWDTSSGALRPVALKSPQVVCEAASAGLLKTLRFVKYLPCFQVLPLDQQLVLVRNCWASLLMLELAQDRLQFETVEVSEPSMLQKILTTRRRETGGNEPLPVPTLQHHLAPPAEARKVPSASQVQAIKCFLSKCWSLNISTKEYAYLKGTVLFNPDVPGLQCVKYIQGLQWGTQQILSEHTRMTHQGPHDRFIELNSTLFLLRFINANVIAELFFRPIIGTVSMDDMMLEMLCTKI
ssDAF12 agonist = activators of S. stercoralis DAF-12 nuclear receptor; HEK293 ssDAF-12/GRIP1 lit1-tk-luc reporter, luminescence; % of 3 µM dafachronic acid response; activation, % at 6.8 µM; 370,000 tested, 1% active;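 active means activation above the mean over all tested compounds plus 3 SD, cut at about 0.9% in these data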;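 further: 0% = DMSO-only wells and 100% = 3 µM delta7-dafachronic acid wells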
PLCg1 inh = PLC-gamma1 (human) inhibition, primary screen | purified PLC-gamma1, fluorogenic substrate, fluorescence | inhibition, % at 12.2 µM | 370,000 tested, 0.84% active; in the data active means inhibition above about 9.5%
MBD2 DNA inh = inhibitors of human MBD2 binding to methylated oligonucleotide; Q9UBB5; TR-FRET; inhibition, % at 4.4 µM; 370,000 tested, 0.31% active; in the data active means inhibition above about 13%
DAX1 inh-2 = blocks DAX1 repression of SF-1 activated StAR promoter. HEK293T StAR-luciferase reporter, SF-1/DAX-1 repression relief. inhibition, % at 6.8 µM. 370,000 tested, 1.1% active. AID 652010;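 active means inhibition above the mean over all tested compounds plus 3 SD, cut at about 3.6% in these data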;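 further: 0% = DAX-1 cells with DMSO and 100% = cells lacking DAX-1 with DMSO; higher inhibition means more luminescence from relief of DAX-1 repression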
hcDAF12 agonist = activators of H. contortus DAF-12 nuclear receptor; HEK293 hcDAF-12 lit1-tk-luc reporter, luminescence; 0% DMSO, 100% Δ7-dafachronic acid; activation, % at 6.8 µM; 370,000 tested, 1.4% active;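 active means activation above the mean of all tested compounds plus 3 SD, cut at about 5.5% in these data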;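 further: 100% = response to 3 µM Δ7-dafachronic acid high control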
ADAM17 inh = ADAM17 inhibition, QFRET primary screen | P78536 | 370,000 tested, 0.83% active | recombinant ADAM17, EDANS/DABCYL FRET peptide cleavage | inhibition, % at 6.95 µM;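 active means inhibition above the mean of compounds lying between control limits plus 3 SD, set per campaign, cut at about 8.5% in these data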;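 further: 0% = DMSO-only wells as the low control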
PLCb3 inh = inhibitors of human phospholipase C beta3. Q01970. Purified PLC-beta3, fluorogenic substrate, fluorescence. inhibition, % at 12.2 µM. 370,000 tested, 0.18% active; in the data active means inhibition above about 11%;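 further: 0% = median of compound wells on plate and 100% = full blocker control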
An asterisk follows results filed as active. Hits appear at their usual frequency. Share with any hit: about 7.4%.

For COc1ccccc1NC(=O)C(O)C(O)C(=O)Nc1ccccc1OC (stereo not given) the results were NR1D1 modulator -5, hgDAF12 agonist -1.7, SMARCA2 activ -6, DAX1 inh-1 -0.3, ssDAF12 agonist -0.8, PLCg1 inh 6, MBD2 DNA inh 3, DAX1 inh-2 -0.7, hcDAF12 agonist -1.7, ADAM17 inh -2 and PLCb3 inh 4.
Screening COc1ccccc1OCCNC(=O)CNC(=O)c1ccc(Cl)c(Cl)c1 returned NR1D1 modulator 0, hgDAF12 agonist 1.3, SMARCA2 activ 3, DAX1 inh-1 0.9, ssDAF12 agonist -0.7, PLCg1 inh -3, MBD2 DNA inh 1, DAX1 inh-2 0.1, hcDAF12 agonist 0.4, ADAM17 inh -5 and PLCb3 inh -34.
For CCc1nn2c(NCCOC)cc(C)nc2c1-c1ccc(F)cc1 the results were NR1D1 modulator -2, hgDAF12 agonist 1.7, SMARCA2 activ -2, DAX1 inh-1 -0.8, ssDAF12 agonist -1.3, PLCg1 inh -61, MBD2 DNA inh 4, DAX1 inh-2 -0.9, hcDAF12 agonist -1.3, ADAM17 inh -9 and PLCb3 inh -94.
S=C(c1ccc(-c2cccc(Cl)c2)o1)N1CCCCC1 was read as NR1D1 modulator 4, hgDAF12 agonist 27*, SMARCA2 activ 3, DAX1 inh-1 1.9, ssDAF12 agonist 1.1*, PLCg1 inh 1, MBD2 DNA inh 2, DAX1 inh-2 4.2*, hcDAF12 agonist 6.3*, ADAM17 inh -1 and PLCb3 inh -9.
For COc1cccc(CN2CCN(Cc3ccc4cccc(F)c4n3)CC2CCO)c1 (stereo not given) the results were NR1D1 modulator 7, hgDAF12 agonist -3.6, SMARCA2 activ -2, DAX1 inh-1 -0.6, ssDAF12 agonist -1.2, PLCg1 inh 0, MBD2 DNA inh 3, DAX1 inh-2 -0.3, hcDAF12 agonist 0.0, ADAM17 inh 0 and PLCb3 inh -3.
Screening Cc1cccc(-n2nnc(C(=O)NCc3ccc4c(c3)OCO4)c2N)c1 returned NR1D1 modulator 2, hgDAF12 agonist -1.3, SMARCA2 activ -1, DAX1 inh-1 1.4, ssDAF12 agonist -0.5, PLCg1 inh -1, MBD2 DNA inh -1, DAX1 inh-2 -0.7, hcDAF12 agonist -1.6, ADAM17 inh -4 and PLCb3 inh 2.
O=c1c(-c2ccccc2)nc(-c2ccccc2)cn1O was read as NR1D1 modulator 0, hgDAF12 agonist 0.2, SMARCA2 activ -1, DAX1 inh-1 2.9, ssDAF12 agonist -1.5, PLCg1 inh 1, MBD2 DNA inh -2, DAX1 inh-2 0.3, hcDAF12 agonist 0.3, ADAM17 inh -3 and PLCb3 inh -2.
Cc1nnc2c(NCCC(C)C)nc3ccccc3n12 was read as NR1D1 modulator 23*, hgDAF12 agonist -1.2, SMARCA2 activ 0, DAX1 inh-1 1.8, ssDAF12 agonist -0.6, PLCg1 inh 4, MBD2 DNA inh 1, DAX1 inh-2 0.6, hcDAF12 agonist 0.9, ADAM17 inh 0 and PLCb3 inh 6.
Screening Cc1nc2nc(NC(=O)c3ccco3)[nH]n2c(=O)c1C returned NR1D1 modulator -4, hgDAF12 agonist -0.8, SMARCA2 activ -2, DAX1 inh-1 0.1, ssDAF12 agonist -0.5, PLCg1 inh 4, MBD2 DNA inh -3, DAX1 inh-2 0.5, hcDAF12 agonist -1.1, ADAM17 inh -5 and PLCb3 inh -2.
For O=C(CCN1CCN(c2ccc(Cl)cc2)CC1)Nc1ccccc1F the results were NR1D1 modulator -2, hgDAF12 agonist -1.1, SMARCA2 activ 0, DAX1 inh-1 -0.2, ssDAF12 agonist -1.1, PLCg1 inh 6, MBD2 DNA inh 3, DAX1 inh-2 0.2, hcDAF12 agonist -1.1, ADAM17 inh 1 and PLCb3 inh -4.
For CS(=O)(=O)N1CCC(C(=O)Nc2ccc(Cl)c(C(F)(F)F)c2)CC1 the results were NR1D1 modulator 1, hgDAF12 agonist -0.5, SMARCA2 activ 5, DAX1 inh-1 -0.2, ssDAF12 agonist -0.7, PLCg1 inh 2, MBD2 DNA inh -1, DAX1 inh-2 0.2, hcDAF12 agonist -0.9, ADAM17 inh 2 and PLCb3 inh 4.
For COc1ccc(C(=O)N(Cc2ccccc2)c2ccc(C)cc2)cc1S(=O)(=O)N1CCOCC1 the results were NR1D1 modulator -1, hgDAF12 agonist -1.6, SMARCA2 activ -1, DAX1 inh-1 -0.6, ssDAF12 agonist -1.1, PLCg1 inh 1, MBD2 DNA inh -5, DAX1 inh-2 -1.7, hcDAF12 agonist -1.8, ADAM17 inh -6 and PLCb3 inh -6.
CS(=O)(=O)Nc1ccc(-c2cncc3nccn23)cc1 was read as NR1D1 modulator -1, hgDAF12 agonist 1.3, SMARCA2 activ -3, ssDAF12 agonist -0.8, PLCg1 inh -108, MBD2 DNA inh -2, DAX1 inh-2 -0.1, hcDAF12 agonist 0.8, ADAM17 inh -143 and PLCb3 inh -137.
`CC(C)C[C@@H]1COc2cc(F)ccc2S(=O)(=O)N1` gave NR1D1 modulator 4, hgDAF12 agonist -2.2, SMARCA2 activ -3, ssDAF12 agonist -0.3, PLCg1 inh 3, MBD2 DNA inh -3, DAX1 inh-2 -2.0, hcDAF12 agonist 0.1, ADAM17 inh -7 and PLCb3 inh 4.
`COc1ccc2[nH]c(-c3cccc(F)c3)cc(=O)c2c1` gave NR1D1 modulator -5, hgDAF12 agonist -0.6, SMARCA2 activ 3, DAX1 inh-1 3.3, ssDAF12 agonist -0.2, PLCg1 inh -39, MBD2 DNA inh 2, DAX1 inh-2 0.2, hcDAF12 agonist 2.5, ADAM17 inh -39 and PLCb3 inh -64.
`COc1ccc(-c2nn(-c3ccccc3)cc2/C=C2/SC(=S)N(CCC(=O)O)C2=O)cc1` gave NR1D1 modulator -3, hgDAF12 agonist 4.3, SMARCA2 activ 3, DAX1 inh-1 -1.4, ssDAF12 agonist -0.8, PLCg1 inh -3, MBD2 DNA inh -6, DAX1 inh-2 -0.1, hcDAF12 agonist -1.9, ADAM17 inh 0 and PLCb3 inh -5.
For CC(C)(C)NC(=O)CN(Cc1ccc2c(c1)OCO2)C(=O)CCC(=O)Nc1nccs1 the results were NR1D1 modulator 0, hgDAF12 agonist -3.7, SMARCA2 activ 2, DAX1 inh-1 -0.1, ssDAF12 agonist -1.2, PLCg1 inh 0, MBD2 DNA inh 5, DAX1 inh-2 -0.1, hcDAF12 agonist 0.5, ADAM17 inh -5 and PLCb3 inh 1.
`CN(CC(=O)Nc1ccccc1-c1ccccc1)Cc1ccccc1Cl` gave NR1D1 modulator -2, hgDAF12 agonist 0.2, SMARCA2 activ -1, DAX1 inh-1 -0.9, ssDAF12 agonist -1.2, PLCg1 inh -2, MBD2 DNA inh -4, DAX1 inh-2 0.3, hcDAF12 agonist -1.3, ADAM17 inh 3 and PLCb3 inh -1.
Cc1cccc(C)c1NC(=O)c1sc(Cl)nc1C was read as NR1D1 modulator -7, hgDAF12 agonist -2.1, SMARCA2 activ -3, DAX1 inh-1 1.1, ssDAF12 agonist -1.6, PLCg1 inh 2, MBD2 DNA inh 3, DAX1 inh-2 -0.2, hcDAF12 agonist -1.9, ADAM17 inh 2 and PLCb3 inh 3.
COc1ccc(OC)c(NC(=O)COC(=O)C2CCCCC2)c1 was read as NR1D1 modulator 7, hgDAF12 agonist 1.4, SMARCA2 activ -5, DAX1 inh-1 -1.9, ssDAF12 agonist -1.1, PLCg1 inh 10*, MBD2 DNA inh 4, DAX1 inh-2 0.9, hcDAF12 agonist -0.3, ADAM17 inh 4 and PLCb3 inh 12*.
For Cc1noc(NC(=O)c2ccccc2Cl)c1C#N the results were NR1D1 modulator -1, hgDAF12 agonist -0.3, SMARCA2 activ 1, DAX1 inh-1 0.5, ssDAF12 agonist -0.7, PLCg1 inh 2, MBD2 DNA inh 1, DAX1 inh-2 0.4, hcDAF12 agonist -1.9, ADAM17 inh -4 and PLCb3 inh 1.
O=C(NCc1ccncc1)c1ccc(Cn2cc(C(F)(F)F)ccc2=O)cc1 was read as NR1D1 modulator -1, hgDAF12 agonist -0.4, SMARCA2 activ -2, DAX1 inh-1 0.1, ssDAF12 agonist -1.4, PLCg1 inh 1, MBD2 DNA inh -3, DAX1 inh-2 -0.2, hcDAF12 agonist -1.6, ADAM17 inh 1 and PLCb3 inh -3.
`Brc1ccc(-c2nc(-c3ccncc3)no2)cc1` gave NR1D1 modulator 7, hgDAF12 agonist 0.5, SMARCA2 activ 1, DAX1 inh-1 0.9, ssDAF12 agonist -0.8, PLCg1 inh 2, MBD2 DNA inh 3, DAX1 inh-2 0.3, hcDAF12 agonist 0.8, ADAM17 inh -3 and PLCb3 inh 3.
COc1ccccc1C(=O)COC(=O)Cn1c(C)csc1=O was read as NR1D1 modulator 1, hgDAF12 agonist 2.3, SMARCA2 activ 0, DAX1 inh-1 0.3, ssDAF12 agonist -0.6, PLCg1 inh -6, MBD2 DNA inh -3, DAX1 inh-2 0.4, hcDAF12 agonist -0.7, ADAM17 inh -3 and PLCb3 inh -3.
For O=C(CSc1nnc2c(n1)[nH]c1ccc(S(=O)(=O)N3CCOCC3)cc12)Nc1ccccc1Cl the results were NR1D1 modulator -1, hgDAF12 agonist 0.7, SMARCA2 activ -1, DAX1 inh-1 3.6, ssDAF12 agonist -2.0, PLCg1 inh -2, MBD2 DNA inh 0, DAX1 inh-2 -0.5, hcDAF12 agonist 0.4, ADAM17 inh -3 and PLCb3 inh -9.
Screening Cc1c(-c2cc(C(=O)O)no2)cnn1C returned NR1D1 modulator -2, hgDAF12 agonist 0.0, SMARCA2 activ -1, DAX1 inh-1 -0.4, ssDAF12 agonist -2.0, PLCg1 inh -2, MBD2 DNA inh 4, DAX1 inh-2 -0.1, hcDAF12 agonist 2.1, ADAM17 inh -4 and PLCb3 inh -9.
For O=C1[C@H](Cc2ccccc2)NCC=CC[C@@H](c2ccco2)N1Cc1ccccc1 the results were NR1D1 modulator -3, hgDAF12 agonist 0.3, SMARCA2 activ 0, DAX1 inh-1 1.3, ssDAF12 agonist -1.4, PLCg1 inh -2, MBD2 DNA inh 4, DAX1 inh-2 -0.5, hcDAF12 agonist -0.8, ADAM17 inh -5 and PLCb3 inh 0.
CC(=O)c1ccc(N2CCN(C(=O)c3cc(C)on3)CC2)cc1 was read as NR1D1 modulator -5, hgDAF12 agonist 0.5, SMARCA2 activ -1, DAX1 inh-1 0.1, ssDAF12 agonist -1.1, PLCg1 inh -1, MBD2 DNA inh -7, DAX1 inh-2 0.1, hcDAF12 agonist -1.0, ADAM17 inh 2 and PLCb3 inh 0.
Cc1ccc(S(=O)(=O)N(C)C)cc1NC(=S)NCCCn1ccnc1 was read as NR1D1 modulator 0, hgDAF12 agonist -0.4, SMARCA2 activ -2, DAX1 inh-1 -0.9, ssDAF12 agonist -1.7, PLCg1 inh 0, MBD2 DNA inh -2, DAX1 inh-2 0.2, hcDAF12 agonist -0.2, ADAM17 inh -3 and PLCb3 inh 3.
For Cc1ccc(NS(=O)(=O)c2cccc(C(=O)O)c2)c(C)c1 the results were NR1D1 modulator 5, hgDAF12 agonist 0.3, SMARCA2 activ -2, DAX1 inh-1 -0.7, ssDAF12 agonist -1.1, PLCg1 inh 8, MBD2 DNA inh -5, DAX1 inh-2 0.5, hcDAF12 agonist 2.0, ADAM17 inh 0 and PLCb3 inh 2.
